Assay outcomes deposited in PubChem by National Center for Advancing Translational Sciences (NCATS).
BRCA1 expr up = activators of BRCA1 expression. MCF7-BRCA1-FFLuc reporter, luminescence, 48 h; response scale: scaled: vehicle 0%, 10 µM genistein 100%. Potency, µM (highest dose often 46.1 µM), for the others: at the highest dose activation, usual class: activators. actives 1.1% (n = 380,000). AID 624202; active = well fitted activation curve with a large enough effect; inconclusive = small, poorly fitted or top-dose-only effect; inactive = no such curve, though single readings can be large or run the other way; also: nearly all actives have a fitted effect of over 80% in size; some results filed as inactive show a strong effect at the top dose
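First, MCF7-BRCA1-FFLuc cells (2000/well) attach for 2 h; next, compounds are pin-added and incubated 48 h at 37 °C; finally, luciferase reagent is added and luminescence read after 15 min.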
* = called active by the depositor; ? = inconclusive. Potency is read from the fitted curve at half-maximal effect. A portion of the library; rates above refer to the full screens.

Molecule | BRCA1 expr up
COC(=O)[C@@]1(Cc2ccc(F)cc2)[C@H]2c3cc(C(=O)N4CCCC4)n(CC4CC4)c3C[C@H]2CN1C(=O)c1ccccc1 | -37%
Cc1ccccc1-c1cc2nc(Nc3ccc(F)cc3)n(C)c(=O)c2s1 | -35%
CCOC(=O)c1cc(OC(=O)c2cc(Cl)ccc2OC)n(-c2ccccc2)n1 | 10%
CCCNC(=O)C1(C)CCN(Cc2cc(C(F)(F)F)ccc2Cl)C1 (configuration not stated) | -29%
O=c1oc(=S)oc2c1[C@H](c1ccc(Cl)cc1)O[C@H](C1CCCC1)C2 | 2%
Cc1cc2nc(-c3cccc(Br)c3)c(Cc3ccccc3)n2c(C)c1Br | -42%
CCS(=O)(=O)NC(=O)C1(C)CCN1C(=O)Cc1ccc(Cl)cc1Cl (configuration not stated) | 9%
O=C(Nc1nnc([C@H]2C[C@H](O)[C@@H](CO)O2)s1)C(c1ccccc1)c1ccccc1 | 13%
Nc1nc2c(Br)ccc(Br)c2cc1C(=O)NCc1cccc2ccccc12 | 3%
O=C(Cn1c(=O)c2ccccc2n2nncc12)Nc1cccc(F)c1 | -7%
COc1ccccc1NC(=O)CN1C(=O)C2(SCC(=O)N2c2ccc(C)c(C)c2)c2ccccc21 (configuration not stated) | -51%
O=C1NC[C@H](CCCCN2C[C@H](Cc3ccccc3)N(Cc3ccccc3)C(=O)C2=O)N(CCC2CCCCC2)C1=O | 5%
CCCn1cnnc1CNC(=O)[C@H]1O[C@@H](n2cnc3c(N)ncnc32)[C@H](O)[C@@H]1O | 4%
CNc1cccc(-c2cc(OC)c(OC)c(OC)c2)n1 | -29%
CCOC(=O)Cn1c(=O)n(C2CCCCC2)c2nc(-c3ccc(Cl)cc3)nc(C(N)=O)c21 | -5%
O=C1C(c2[nH]c3ccc(S(=O)(=O)O)cc3c2O)=Nc2ccc(S(=O)(=O)O)cc21 | -35%
C(=C\c1ccc2nncn2c1)/c1ccccc1 | 91%
CC(=O)Oc1ccccc1Cn1c(C)c(C(=O)NCc2ccc(F)cc2)sc1=O | -13%
COc1cc(OC)cc(-c2noc([C@H]3C[C@H](O)[C@@H](CO)O3)n2)c1 | 25%
CC1=C(C(=O)Nc2cccnc2)C(c2ccc(F)cc2)n2nc(SCc3ccccc3)nc2N1 (configuration not stated) | 2%
c1ccc2c(C(c3nnnn3-c3ccc4c(c3)OCCO4)N3CCCC3)ccnc2c1 (configuration not stated) | 1%
CNc1cncc(-c2ccc(C)cc2)n1 | ?
CCN(C(=O)c1cn(CC)c(=O)c2cc(OC)c(OC)cc12)c1ccccc1F | -4%
CC(=O)c1cccc(NC(=O)C2(C)Cc3c(-c4ccccc4)ccnc3O2)c1 (configuration not stated) | 0%
CCn1ccc2c(OCC(=O)NCc3ccc(C)cc3)cccc2c1=O | -5%
COc1ccc(C(c2nnnn2-c2ccc3c(c2)OCCO3)N2CCN(C/C=C/c3ccccc3)CC2)cc1 (configuration not stated) | -7%
CCc1nc2ccc(C(=O)N3CCN(C(C)=O)CC3)cn2c1N(C)C(=O)c1cccc(OC)c1 | 15%
COc1ccc(NC(=O)C2(C)Cc3c(-c4ccc(N(C)C)cc4)ccnc3O2)cc1OC (configuration not stated) | -12%
Nc1[nH]c(C(=O)c2ccccc2)c(-c2ccc([N+](=O)[O-])cc2)c1C(=O)NCCc1c[nH]c2ccccc12 | -39%
COc1cc(NC(=O)CSc2nc(-c3cccs3)cc(C(F)(F)F)n2)cc(OC)c1OC | 13%
CC(=O)NC(c1cccc(F)c1)c1nc(-c2ccc(N(C)C)cc2)cs1 (configuration not stated) | -39%
COc1cccc(CN2CCC2(C)C(=O)Nc2cnc3ccccc3c2)c1F (configuration not stated) | -17%
COCOc1cccc(CN2CCC(C)(Oc3ccc(SC)cc3)C2)c1 (configuration not stated) | 4%
CC(C)CN(CC(C)C)c1ccc(/C=C/c2nc3ccccc3s2)cc1 | -4%
CC(=O)Nc1cc(-c2ccc(C(=O)N3CCOCC3)cc2)cn2c(-c3ccc(S(C)(=O)=O)cc3)cnc12 | 2%
Cc1cccc(C)c1NC(=O)Cn1c(=O)n(Cc2ccccc2Cl)c(=O)c2cccnc21 | -1%
CCc1nnc(NC(=O)CSc2nc3c([nH]c4ccccc43)c(=O)n2-c2ccc(Cl)cc2)s1 | -19%
OC(c1cccc(Cl)c1)c1ncc(-c2ccc(C(F)(F)F)cc2)[nH]1 (configuration not stated) | -8%
Cc1cc(C)c(NC(=O)CCS(=O)(=O)c2cc3c(cc2Cl)NC(=O)CO3)c(C)c1 | -3%
COc1cc(C(=O)c2cc3c(cc2C)OCO3)cc(OC)c1OC | -66%
Cc1cccc(-c2cnc(C(O)Cc3ccccc3)[nH]2)c1 (configuration not stated) | -10%
CC(C)(C)C(=O)NC1CC(=O)N(c2ccc3c(c2)OCCO3)C1 (configuration not stated) | 0%
Clc1cccc(-c2cc3nc(NCCOc4ccccc4)ccn3n2)c1 | ?
CCOC1=C2[C@@H](CN(S(=O)(=O)c3ccc(C)cc3)[C@H]2c2ccc(CC)cc2)[C@H]2C(=O)N(c3ccccc3)C(=O)[C@H]2C1 | 0%
CC(=O)c1ccc(NC(=O)CSC2=Nc3ccccc3N=C(c3ccc(F)cc3)C2)cc1 | 8%
CCn1cc(C(=O)NCc2ccc(C)cc2)c(=O)c2cc(S(=O)(=O)N(C)C3CCCCC3)ccc21 | -41%
Cc1ccc2nc(-c3cccc(-c4nc5ccc(C)cc5o4)n3)oc2c1 | -1%
COc1ccccc1/C=C/c1cncc(/C=C/c2ccccc2OC)c1 | -59%
CN1CCN(c2ncnc3c2ncn3[C@H]2CN(C)C[C@@H](CO)O2)CC1 | 9%
OC(c1ccccc1)c1nc(-c2cncnc2)cs1 (configuration not stated) | 23%

Additional structures.
Molecule | BRCA1 expr up
c1coc(-c2ccc3nncn3c2)c1 | 6%
CC(C)Oc1ccc(-c2nc(-c3cccnc3)no2)cc1 | ?
CCCCC[C@@H](C)N1C[C@H](COCc2ccccc2)Oc2cc(N3CCC[C@H]3CO)ccc2S1(=O)=O | -20%
COc1ccc(NC(=O)C2Cc3c(-c4ccc(NC(C)=O)cc4)ccnc3O2)cc1OC (configuration not stated) | -9%
Cc1nc2nc(SCC(=O)NCCc3ccccc3)nn2c(C)c1Cc1c(F)cccc1Cl | 6%
Cc1ccc2nc(C3CCCCC3)c(Cc3ccccc3C(F)(F)F)n2c1 | -44%
CCc1ccc(NC(=O)Cn2c(=O)n(-c3cc(OC)c(OC)c(OC)c3)c(=O)c3ccccc32)cc1 | 11%
COc1ccc(NC(=O)c2cc(-c3cc(Cl)ccc3OC)n[nH]2)cc1OC | -57%
CCCN1CNc2c(c(=O)[nH]c(=S)n2CCc2ccc(OCC)c(OCC)c2)C1 | -10%
Cc1ccc(OCC(=O)Nc2ccc3nc(SCc4ccccc4)sc3c2)cc1 | 57%
O=C(NCCN1CCC(n2c(=O)[nH]c3ccccc32)CC1)c1c(F)cccc1F | 8%
COc1ccc(-c2ccc(C(=O)NCc3ccncc3)c3occc23)c(C)c1 | 5%
CCc1nn2c(-c3ccco3)ccnc2c1-c1ccc(F)cc1 | -21%
COCCNC(=O)C1(C)CCN(Cc2ccc(C(C)C)cc2)C1 (configuration not stated) | -29%
CCCNC(=O)C1(C)CCN(Cc2ccc(OC)c3ccccc23)C1 (configuration not stated) | 4%
Cc1ccc(Cl)cc1NC(=O)c1sc2nc(C)c(C)c(C)c2c1N | -7%
COc1ccc(CN2CCC(C)(Oc3cccc(F)c3)C2)c2ccccc12 (configuration not stated) | -9%
Cc1ccc2[nH]c(=O)c3cc(C(=O)N4CCN(c5ccccc5F)CC4)sc3c2c1 | 1%
NC(Cc1ccc(C(F)(F)F)cc1)c1csc(NC(=O)Nc2ccccc2Oc2ccccc2)n1 (configuration not stated) | -27%
OCCN1CCN(c2ncnc3c2ncn3[C@H]2CN(Cc3cccnc3)C[C@@H](CO)O2)CC1 | -2%
COCCNC(=O)c1ccc2c(c1)N(Cc1cc(C)ccc1C)C(=O)c1ccccc1S2=O (configuration not stated) | -13%
COc1ccc(C(N)c2csc(Nc3cc(Oc4ccccc4)ncn3)n2)cc1 (configuration not stated) | -14%
CSc1ccc(CN2CCC(C)(Oc3ccccc3)C2)cc1 (configuration not stated) | -5%
CCOC(=O)C1(C)CCN1C(=O)c1oc2ccccc2c1C (configuration not stated) | 5%
CCNC(=O)C1(C)CCN(Cc2ccc(OC(F)(F)F)cc2)C1 (configuration not stated) | -29%
COc1ccc(-c2noc(-c3ccc(N4CCN(c5ccccc5)CC4)c([N+](=O)[O-])c3)n2)cc1 | 0%
COCCNc1nc(NCc2ccc(NC(C)=O)cc2)c2sc(-c3ccccc3)cc2n1 | -60%
COc1cc(OC)cc(-c2nc3nc(C)c(CCC(=O)Nc4ccc(C)c(C)c4)c(C)n3n2)c1 | 1%
COc1ccc(NC(=O)Cn2nc(SC)c(S(=O)(=O)c3ccc(C)cc3)c2N)cc1OC | 0%
Cc1cccc(OCCSc2nc3ccccc3n2CC(=O)N2CCCCC2)c1C | 0%

Individual results from the list:
Cc1cccc(C)c1NC(=O)Cn1c(=O)n(Cc2ccccc2Cl)c(=O)c2cccnc21 in BRCA1 expr up has -1%
c1coc(-c2ccc3nncn3c2)c1 in BRCA1 expr up has 6%
Nc1nc2c(Br)ccc(Br)c2cc1C(=O)NCc1cccc2ccccc12 in BRCA1 expr up has 3%

Carrying on.
Molecule | BRCA1 expr up
CN1CCC(N2CCN(C3CN(C4CCCC4)S(=O)(=O)C3)CC2)CC1 (configuration not stated) | 19%
Cc1cccc(Cn2c(=O)n(CCc3ccccc3)c(=O)c3sc4ccccc4c32)c1 | 11%
Cc1ccc(C)c(NC(=O)C2CCCN2S(=O)(=O)c2ccc3c(c2)CCCC(=O)N3)c1 (configuration not stated) | 16%
Cc1ccc(/C=C/c2onc(C)c2S(=O)(=O)N2CCC(C(=O)N3CCN(c4ccccc4F)CC3)CC2)cc1 | 3%
Cc1ccccc1S(=O)(=O)N1C[C@H]2[C@H]3C(=O)N(c4ccccc4)C(=O)[C@H]3CC(=O)[C@H]2[C@@H]1c1ccc(Cl)cc1 | 9%
COc1ccc(S(=O)(=O)c2cc(NS(=O)(=O)c3ccc(Cl)cc3)c(C)c(C)c2O)cc1 | 9%
N#Cc1cccc(NC(=O)c2cc(C3CCCCN3C(=O)c3ccc4c(c3)CCO4)on2)c1 (configuration not stated) | -1%
Cc1nn(S(=O)(=O)c2ccc(C(C)(C)C)cc2)c(C)c1S(=O)(=O)N1CCC(C)CC1 | 2%
CCCS(=O)(=O)NC(=O)C1(C)CCN(C(=O)c2cc(OC)c(OC)c(OC)c2)C1 (configuration not stated) | 47%
CCCNC(=O)C1(C)CCN(Cc2ccc(C(=O)OCC)cc2)C1 (configuration not stated) | -2%

Among those listed so far, 2 have a nitro group on carbon.
Molecule | BRCA1 expr up
Nc1[nH]c(C(=O)c2ccccc2)c(-c2ccc([N+](=O)[O-])cc2)c1C(=O)NCCc1c[nH]c2ccccc12 | -39%
COc1ccc(-c2noc(-c3ccc(N4CCN(c5ccccc5)CC4)c([N+](=O)[O-])c3)n2)cc1 | 0%

New compounds follow.
Molecule | BRCA1 expr up
CC(C)Oc1cc(F)ccc1-c1cc(C(=O)NCc2ccccn2)[nH]n1 | -5%
CCOC(=O)C1(C)CCCN(C(=O)c2ccc(OC)cc2)C1 (configuration not stated) | 0%
CCc1nc2c(OCCOc3ccccc3)cccn2c1N(C)C(=O)c1ccc(C)cc1 | 0%
COc1ccccc1C(=O)N1CCC(c2c[nH]c3ccccc23)(c2c[nH]c3ccccc23)CC1 | -15%
Cc1ccc(C(=O)CC2(O)C(=O)N(CCc3ccccc3)c3ccc(Cl)cc32)cc1 (configuration not stated) | -31%
COc1ccc(CCn2c(=O)c3cccnc3n(CC(=O)Nc3ccc(C)c(F)c3)c2=O)cc1OC | 0%
Cc1ccc(F)cc1C(=O)N1CCCC1(C)C(=O)NCC(C)C (configuration not stated) | -2%
COc1ccc(CCNC(=O)c2cnn3c2NC(=C2CC2)C=C3C(F)F)cc1OC | 0%
Cc1ccccc1C(=O)OCc1cc(=O)n2nc(-c3cccs3)sc2n1 | -4%
O=C(Nc1ccc(Cl)cc1)c1csc([C@@H]2O[C@H](CO)[C@@H](O)[C@H]2O)n1 | 39%

A second format for part of the listing above:
BRCA1 expr up | canonical_smiles
2% | CC(=O)Nc1cc(-c2ccc(C(=O)N3CCOCC3)cc2)cn2c(-c3ccc(S(C)(=O)=O)cc3)cnc12
-1% | Cc1cccc(C)c1NC(=O)Cn1c(=O)n(Cc2ccccc2Cl)c(=O)c2cccnc21

Further entries follow:
Molecule | BRCA1 expr up
C=CCn1c(SCC#N)nc2cc(Cl)ccc2c1=O | -8%
CCN(CC)c1ncnc2c1ncn2[C@H]1CN(Cc2cccnc2)C[C@@H](CO)O1 | -1%
O=C1NC[C@H](CCCCN2C[C@H](Cc3ccc(O)cc3)N(CCC3CCCCC3)C(=O)C2=O)N(CCC2CCCCC2)C1=O | 11%
CC1CCN(S(=O)(=O)c2ccc3c(ccc(=O)n3CC(=O)NCc3ccccc3Cl)c2)CC1 | -22%
Cn1c(=O)c2cc(NC(=S)NC3CCCCC3)ccc2n1Cc1ccc(F)cc1 | -11%
O=C(Nc1ccc(Cl)cc1F)c1oc(=O)c2ccccc2c1-c1ccccc1 | -19%
CC(=O)Nc1cc(-c2cccc(C(=O)N(C)C)c2)cn2c(-c3ccccc3)cnc12 | -20%
CCOc1ccc(CCNC(=O)CN2C(=O)COc3ccc(S(=O)(=O)N(CC)CC)cc32)cc1 | -11%
CC(C)C[C@H]1CN([C@@H](Cc2ccc(O)cc2)CN2CCC[C@H]2CN2C(=O)C(=O)NC[C@@H]2Cc2ccccc2)C(=O)C(=O)N1CC1CCCCCC1 | -59%
